# NOD2-RIPK2 inh – blocks binding of human NOD2 to RIPK2; O43353; CHO BLA complementation NOD2-RIPK2, CCF4 ratio; inhibition, % at 4.98 µM; 360,000 compounds, 0.38% hits; in the data active = inhibition above about 21%;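 also: 0% = vehicle only and 100% = reference blocker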
# EBV LMP1 NFkB – Epstein-Barr LMP1 NF-kappaB reporter inhibition. LMP1-induced NF-kappaB luciferase reporter cells, luminescence. inhibition, % at 12.5 µM. 350,000 compounds, 0.69% hits; in the data active = inhibition above about 41%;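 also: 0% = neutral control wells and 100% = reference inhibitor control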
# TWEAK Fn14 block – blocks TWEAK-Fn14 interaction in a reporter cell assay. TWEAK-stimulated Fn14 reporter cells, luciferase luminescence, 8 h. inhibition, % at 10 µM. 360,000 compounds, 2% hits; in the data active = inhibition above about 50%
# TLR9-MyD88 block – inhibitors of human TLR9-MyD88 binding. Q9NR96+Q99836. CHO BLA complementation TLR9-MyD88, CCF4 FRET ratio. inhibition, % at 4.98 µM. 340,000 compounds, 0.21% hits. AID 504734;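 active = inhibition above the mean over all tested compounds plus 3 SD, cut at about 21% in these data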;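 also: 0% = DMSO only wells and 100% = clavulanate BLA inhibitor control wells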
# SRC2 inh – inhibits human steroid receptor coactivator 2; 370,000 compounds, 0.17% hits; HEK293 GAL4-SRC2 luciferase reporter, luminescence; inhibition, % at 9 µM;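 active = inhibition above the mean inhibition of all tested compounds plus 3 SD, set per campaign, cut at about 52% in these data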;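 also: 0% = DMSO treated cells and 100% = cells given Gossypol at 36 µM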
# NCOA3 inh – human NCOA3 inhibition; Q9Y6Q9; HEK293 GAL4-SRC3 luciferase reporter, luminescence; inhibition, % at 3.6 µM; 360,000 compounds, 0.17% hits; AID 588352;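 active = inhibition above a per-campaign cutoff, the mean of all compounds plus 3 SD, cut at about 60% in these data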;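 also: 0% = DMSO-treated cells and 100% = gossypol-treated cells at 36 µM; higher means less SRC3-driven luciferase light from the GAL4 reporter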
# Target sequence (Q9Y6Q9 whole entry, looked up, the tested form may be a part): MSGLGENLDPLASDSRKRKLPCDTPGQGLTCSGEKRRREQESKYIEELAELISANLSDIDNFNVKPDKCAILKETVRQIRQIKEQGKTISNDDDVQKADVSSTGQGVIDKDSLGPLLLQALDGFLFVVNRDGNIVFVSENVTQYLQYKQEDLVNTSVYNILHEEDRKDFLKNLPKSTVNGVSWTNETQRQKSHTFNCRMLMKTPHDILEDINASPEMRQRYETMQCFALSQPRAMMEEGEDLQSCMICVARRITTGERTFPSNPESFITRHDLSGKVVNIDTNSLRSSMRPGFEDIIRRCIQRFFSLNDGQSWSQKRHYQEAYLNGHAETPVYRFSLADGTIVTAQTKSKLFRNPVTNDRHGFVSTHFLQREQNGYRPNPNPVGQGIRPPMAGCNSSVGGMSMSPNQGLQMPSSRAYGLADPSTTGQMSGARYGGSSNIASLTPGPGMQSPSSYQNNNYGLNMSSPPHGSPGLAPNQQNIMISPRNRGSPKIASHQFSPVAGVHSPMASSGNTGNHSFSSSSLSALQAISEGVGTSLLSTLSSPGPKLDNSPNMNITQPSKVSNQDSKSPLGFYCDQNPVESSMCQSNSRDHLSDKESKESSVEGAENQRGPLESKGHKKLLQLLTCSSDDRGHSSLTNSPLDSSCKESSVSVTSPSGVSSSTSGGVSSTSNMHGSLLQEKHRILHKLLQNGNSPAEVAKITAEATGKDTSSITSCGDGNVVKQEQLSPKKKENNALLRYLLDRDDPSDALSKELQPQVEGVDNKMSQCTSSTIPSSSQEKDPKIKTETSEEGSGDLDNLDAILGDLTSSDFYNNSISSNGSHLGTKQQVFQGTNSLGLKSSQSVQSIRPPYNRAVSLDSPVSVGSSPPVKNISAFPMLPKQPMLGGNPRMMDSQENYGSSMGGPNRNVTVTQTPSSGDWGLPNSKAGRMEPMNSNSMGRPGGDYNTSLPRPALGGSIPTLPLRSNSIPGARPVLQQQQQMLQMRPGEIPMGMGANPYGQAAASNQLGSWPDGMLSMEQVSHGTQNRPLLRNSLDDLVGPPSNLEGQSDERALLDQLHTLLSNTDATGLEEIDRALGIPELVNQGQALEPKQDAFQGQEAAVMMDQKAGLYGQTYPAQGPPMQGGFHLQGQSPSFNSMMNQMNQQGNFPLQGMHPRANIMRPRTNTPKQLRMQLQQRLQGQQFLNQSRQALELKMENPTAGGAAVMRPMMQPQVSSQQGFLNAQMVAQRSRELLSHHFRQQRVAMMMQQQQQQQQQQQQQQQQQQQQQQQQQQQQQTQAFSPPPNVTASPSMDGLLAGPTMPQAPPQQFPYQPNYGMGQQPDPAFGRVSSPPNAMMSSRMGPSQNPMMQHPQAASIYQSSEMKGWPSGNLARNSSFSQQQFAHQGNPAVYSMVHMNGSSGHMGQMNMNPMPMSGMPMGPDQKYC
# NR5A2 inv ag – suppresses constitutive activity of human LRH-1 | 360,000 compounds, 0.13% hits | O00482 | inhibition, % at 3.6 µM | HEK293T StAR-luciferase reporter, LRH-1 transfected, 24 h | AID 602396;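 active = inhibition above the mean inhibition of all tested compounds plus 3 SD, cut at about 73% in these data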;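 also: 0% = DMSO wells and 100% = reporter-only cells lacking LRH-1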
# TRAIL sens C8 – caspase-8 TRAIL sensitization. AID 624354. inhibition (viability loss, TRAIL sensitization), % at 10 µM. 360,000 compounds, 1% hits. NB7+C8 cells + TRAIL, ATPlite viability luminescence;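 active = compounds causing at least 50% loss of cell viability in the single-dose screen, relative to plate controls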
# COUP-TFII inh – NR2F2 (human) inhibition, primary screen | HEK293T NGFI-A luciferase reporter, luminescence | 370,000 compounds, 0.7% hits | AID 686940 | inhibition, % at 8.6 µM | P24468;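 active = inhibition above a per-plate cutoff, mean inhibition of test wells between control levels plus 3 SD, cut at about 38% in these data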;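 also: cells cotransfected with COUP-TFII expression vector driving the NGFI-A reporter; 0% = median of COUP-TF2 test wells and 100% = reporter-only cells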
# SRC1 inh – human NCOA1 inhibition. HEK293 GAL4-SRC1 luciferase reporter, luminescence. inhibition, % at 3.6 µM. 360,000 compounds, 0.12% hits. AID 588354;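 active = inhibition above the campaign mean plus 3 SD, with each screening campaign given its own cutoff, cut at about 60% in these data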;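 also: 0% = DMSO treated cells and 100% = gossypol at 36 µM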
# TROY signal inh – TROY signaling inhibition; Q293 LMP1-TROYcd NF-kB luciferase reporter, 4 h; inhibition, % at 10 µM; 360,000 compounds, 0.98% hits;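 active = compounds whose plate-normalised and pattern-corrected inhibition of the luciferase reporter signal at the single screening dose is 50% or more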
# Active calls of the source: *. Not all compounds are listed; count on the stated rates, not on these rows.
# Start of the listing, in advance:
SMILES,NOD2-RIPK2 inh,EBV LMP1 NFkB,TWEAK Fn14 block,TLR9-MyD88 block,SRC2 inh,NCOA3 inh,NR5A2 inv ag,TRAIL sens C8,COUP-TFII inh,SRC1 inh,TROY signal inh
CCCc1cc(=O)[nH]c(SCc2ccccc2Cl)n1,-1.1,-0.2,12.6,-9.6,-3.6,4.4,-7.3,-0.1,15.8,-30.4,9.2
Cc1nnc(-c2cnn(C)c2N)n1CCCN1CCOCC1,-0.2,1.4,1.4,8.4,-11.8,2.3,-8.2,2.5,2.9,-3.6,10.6
C[C@@H]1CN([C@H](C)CO)C(=O)CCCn2nncc2CO[C@@H]1CN(C)S(=O)(=O)c1ccc(F)cc1,5.8,7.9,-9.0,-5.5,-6.7,-8.4,-38.9,-2.1,4.7,4.6,2.9
COC(=O)C(c1cc(OC)c(O)c(OC)c1)(N1CCNC(C)C1)C(F)(F)F (stereo unspecified),-8.7,-1.0,0.9,-3.1,7.5,8.7,4.2,-17.1,-4.3,-16.3,-1.7
CCCC(=O)Nc1ccc(Cl)c(NC(=O)c2cccc(OC)c2)c1,0.5,6.0,-6.6,2.5,19.2,13.4,-0.1,-7.2,5.8,5.6,-19.7
COc1ccc(OCCOC(=O)c2nc3nccc(C)n3n2)cc1,8.4,0.8,-6.0,0.6,-11.8,9.7,30.3,-8.9,5.3,12.8,-5.3
COc1ccc(N2C(=O)CC(Sc3ccccc3C(=O)O)C2=O)c([N+](=O)[O-])c1 (stereo unspecified),6.1,9.0,1.9,-4.5,4.7,7.1,1.8,-2.1,-4.2,-9.1,-16.8
Cc1cc(Br)ccc1NC(=O)CN(C)Cc1cccs1,-10.5,-5.7,3.5,-5.5,-38.4,-17.3,-23.9,2.7,-13.1,-28.8,-8.9
Cc1ccc(C(c2nnnn2CC2CCCO2)N2CCN(C)CC2)cc1 (stereo unspecified),10.7,-1.7,6.7,-0.6,5.0,-2.0,6.6,10.0,1.1,-0.1,14.4

# Results, previewed entries included:
SMILES,NOD2-RIPK2 inh,EBV LMP1 NFkB,TWEAK Fn14 block,TLR9-MyD88 block,SRC2 inh,NCOA3 inh,NR5A2 inv ag,TRAIL sens C8,COUP-TFII inh,SRC1 inh,TROY signal inh
CCCc1cc(=O)[nH]c(SCc2ccccc2Cl)n1,-1.1,-0.2,12.6,-9.6,-3.6,4.4,-7.3,-0.1,15.8,-30.4,9.2
Cc1nnc(-c2cnn(C)c2N)n1CCCN1CCOCC1,-0.2,1.4,1.4,8.4,-11.8,2.3,-8.2,2.5,2.9,-3.6,10.6
C[C@@H]1CN([C@H](C)CO)C(=O)CCCn2nncc2CO[C@@H]1CN(C)S(=O)(=O)c1ccc(F)cc1,5.8,7.9,-9.0,-5.5,-6.7,-8.4,-38.9,-2.1,4.7,4.6,2.9
COC(=O)C(c1cc(OC)c(O)c(OC)c1)(N1CCNC(C)C1)C(F)(F)F (stereo unspecified),-8.7,-1.0,0.9,-3.1,7.5,8.7,4.2,-17.1,-4.3,-16.3,-1.7
CCCC(=O)Nc1ccc(Cl)c(NC(=O)c2cccc(OC)c2)c1,0.5,6.0,-6.6,2.5,19.2,13.4,-0.1,-7.2,5.8,5.6,-19.7
COc1ccc(OCCOC(=O)c2nc3nccc(C)n3n2)cc1,8.4,0.8,-6.0,0.6,-11.8,9.7,30.3,-8.9,5.3,12.8,-5.3
COc1ccc(N2C(=O)CC(Sc3ccccc3C(=O)O)C2=O)c([N+](=O)[O-])c1 (stereo unspecified),6.1,9.0,1.9,-4.5,4.7,7.1,1.8,-2.1,-4.2,-9.1,-16.8
Cc1cc(Br)ccc1NC(=O)CN(C)Cc1cccs1,-10.5,-5.7,3.5,-5.5,-38.4,-17.3,-23.9,2.7,-13.1,-28.8,-8.9
Cc1ccc(C(c2nnnn2CC2CCCO2)N2CCN(C)CC2)cc1 (stereo unspecified),10.7,-1.7,6.7,-0.6,5.0,-2.0,6.6,10.0,1.1,-0.1,14.4
O=[N+]([O-])c1ccccc1S(=O)(=O)c1ccccc1[N+](=O)[O-],-1.4,18.1,13.0,-15.2,6.7,-12.4,6.5,-9.7,1.7,-5.4,0.6

# Reprinted at random: two entries already listed
SMILES,NOD2-RIPK2 inh,EBV LMP1 NFkB,TWEAK Fn14 block,TLR9-MyD88 block,SRC2 inh,NCOA3 inh,NR5A2 inv ag,TRAIL sens C8,COUP-TFII inh,SRC1 inh,TROY signal inh
C[C@@H]1CN([C@H](C)CO)C(=O)CCCn2nncc2CO[C@@H]1CN(C)S(=O)(=O)c1ccc(F)cc1,5.8,7.9,-9.0,-5.5,-6.7,-8.4,-38.9,-2.1,4.7,4.6,2.9
COC(=O)C(c1cc(OC)c(O)c(OC)c1)(N1CCNC(C)C1)C(F)(F)F (stereo unspecified),-8.7,-1.0,0.9,-3.1,7.5,8.7,4.2,-17.1,-4.3,-16.3,-1.7

# Other entries.
SMILES,NOD2-RIPK2 inh,EBV LMP1 NFkB,TWEAK Fn14 block,TLR9-MyD88 block,SRC2 inh,NCOA3 inh,NR5A2 inv ag,TRAIL sens C8,COUP-TFII inh,SRC1 inh,TROY signal inh
COC(=O)/C=C1/N/C(=N\c2nc(C)cc(C)n2)N(c2ccc(Cl)cc2)C1=O,-1.3,2.1,-6.1,8.0,2.5,5.3,10.4,6.1,8.2,-6.8,-8.0
CCN(CCCNC(=O)CN(C)S(=O)(=O)c1cccc2nsnc12)c1cccc(C)c1,4.7,-7.1,10.7,-13.2,-10.6,0.7,-1.0,8.7,8.9,0.5,18.3
N#Cc1cccc(NC(=O)Cn2c3[n+](c4ccc(C(F)(F)F)cc42)CCCCC3)c1,-1.6,10.1,8.9,-2.1,-17.5,18.5,-15.1,9.6,-19.7,1.1,13.9
Cc1ccc(-n2c(SCC(=O)N3CCCCC3)nc(O)c(Cc3ccccc3)c2=O)cc1,-6.3,3.1,-4.5,7.7,-2.3,-20.6,-15.0,-4.1,-13.3,3.8,8.8
Cc1cc(/C=N/N2CCN(C)CC2)c(C)n1-c1ccc(Cl)cc1,1.7,-5.2,11.0,8.8,3.0,15.5,6.0,15.4,-11.8,-3.2,-9.1
COc1ccc(NC(=O)COC(=O)CCOc2ccccc2C)cc1Cl,-4.6,-8.8,5.8,-4.5,-7.3,-15.8,8.2,28.4,10.8,-16.3,6.6
CCC(CO)Oc1cc(NC(=O)c2cccc([N+](=O)[O-])c2)c2ncn(C(C)C)c2c1 (stereo unspecified),-1.6,-4.8,4.2,-4.5,0.9,-6.4,-11.5,5.1,10.7,-6.1,3.0
COc1cc2c(cc1OC)[C@@H](NC(=O)CCc1ccccc1)[C@H](O)C2,-4.2,-9.3,4.7,-0.5,5.7,7.4,14.2,-6.8,2.8,-14.5,4.0
S=c1nc(C23CC4CC(CC(C4)C2)C3)[nH][nH]1,-13.6,-6.9,1.7,-3.6,3.1,23.0,7.0,8.0,-6.9,4.9,14.4
N=C(N)Cc1ccccc1Sc1ccccc1,-8.4,-3.9,-25.2,3.2,-8.7,7.9,2.3,6.9,4.0,-9.8,-13.0
